# Assay outcomes: PubChem, Dana-Farber Cancer Institute and Novartis Institutes for BioMedical Research (Cambridge, Mass)
# OTUD3 inh: human OTUD3 deubiquitinase inhibition; Q5T2D3; purified OTUD3, Ub-rhodamine fluorescence, 2 h; inhibition, % at 25 µM; 47,000 tested, 0.7% active; AID 1645858
# USP17 inh: blocks human USP17 ubiquitin-rhodamine cleavage. A8MUK1. purified USP17, Ub-rhodamine cleavage fluorescence, 3 h. inhibition, % at 50 µM. 47,000 tested, 6.5% active
# USP8 block: blocks human USP8 ubiquitin-rhodamine cleavage | 47,000 tested, 4.2% active | inhibition, % at 20 µM | P40818 | purified USP8, Ub-rhodamine cleavage fluorescence, 30 min
# USP30 inh: inhibitors of human USP30 deubiquitinase. Q70CQ3. inhibition, % at 25 µM. AID 1645860. purified USP30, Ub-rhodamine cleavage fluorescence. 47,000 tested, 5.3% active
# USP10 inh: blocks human USP10 ubiquitin-rhodamine cleavage. purified USP10, Ub-rhodamine fluorescence, 60 min. inhibition, % at 20 µM. Q14694. 47,000 tested, 1.1% active
# Target sequence (Q14694 whole entry, looked up): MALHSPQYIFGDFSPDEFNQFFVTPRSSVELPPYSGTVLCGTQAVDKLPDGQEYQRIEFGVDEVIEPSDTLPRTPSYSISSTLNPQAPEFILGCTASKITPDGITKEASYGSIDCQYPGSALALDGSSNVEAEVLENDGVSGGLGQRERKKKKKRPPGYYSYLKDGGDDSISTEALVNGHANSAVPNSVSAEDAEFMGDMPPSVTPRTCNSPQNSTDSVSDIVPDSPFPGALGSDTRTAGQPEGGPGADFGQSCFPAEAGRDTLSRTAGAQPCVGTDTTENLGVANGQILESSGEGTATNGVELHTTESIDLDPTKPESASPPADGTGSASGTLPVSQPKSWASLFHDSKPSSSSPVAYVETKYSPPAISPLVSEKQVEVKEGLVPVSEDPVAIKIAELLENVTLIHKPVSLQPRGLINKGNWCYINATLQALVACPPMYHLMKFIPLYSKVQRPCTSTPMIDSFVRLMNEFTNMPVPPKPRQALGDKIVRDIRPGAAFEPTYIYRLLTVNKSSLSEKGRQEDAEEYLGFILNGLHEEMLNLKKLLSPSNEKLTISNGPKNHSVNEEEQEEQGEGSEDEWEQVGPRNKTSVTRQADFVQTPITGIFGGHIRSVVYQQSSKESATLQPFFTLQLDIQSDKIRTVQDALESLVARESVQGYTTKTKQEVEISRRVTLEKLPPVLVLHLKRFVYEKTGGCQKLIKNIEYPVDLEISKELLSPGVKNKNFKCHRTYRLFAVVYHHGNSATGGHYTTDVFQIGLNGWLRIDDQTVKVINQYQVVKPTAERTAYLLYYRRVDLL
# USP28 block: blocks human USP28 ubiquitin-rhodamine cleavage; Q96RU2; purified USP28, Ub-rhodamine cleavage fluorescence, 30 min; inhibition, % at 25 µM; 47,000 tested, 3% active; AID 1645857
# UCHL1 inh: human UCHL1 deubiquitinase inhibition; inhibition, % at 20 µM; 47,000 tested, 0.2% active; purified UCHL1, Ub-rhodamine cleavage fluorescence
# Target sequence (P09936 whole entry, looked up): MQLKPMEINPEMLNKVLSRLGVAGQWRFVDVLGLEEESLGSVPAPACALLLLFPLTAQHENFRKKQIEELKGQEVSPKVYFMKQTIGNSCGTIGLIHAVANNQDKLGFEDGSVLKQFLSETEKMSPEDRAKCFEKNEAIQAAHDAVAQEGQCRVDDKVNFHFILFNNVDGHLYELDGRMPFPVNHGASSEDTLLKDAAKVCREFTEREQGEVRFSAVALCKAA
# USP7 inh: inhibitors of human USP7 deubiquitinase. 47,000 tested, 0.3% active. purified USP7, Ub-rhodamine cleavage fluorescence. inhibition, % at 20 µM
# * hit, by the source's call; i = inactive; / = not tested or not shown. Cut-off read from the data, not from the text of the source: active = inhibition above about 30%; inactive = the rest.
SMILES | USP30 inh | UCHL1 inh | OTUD3 inh | USP28 block | USP8 block | USP7 inh | USP17 inh | USP10 inh
O=C(OCC(=O)N1CCc2ccccc21)c1cc([N+](=O)[O-])ccc1NCCO | / | 2 | 8 | / | -5 | -12 | 60* | 2
O=C(c1ccccn1)N1CCC[C@@]2(C[C@@H](Oc3ccc(Cl)cc3)CO2)C1 | -2 | -3 | 0 | -1 | 1 | -6 | 11 | 0
O=C(O)c1ccc(NC(=O)N2C[C@@H]3c4nccn4-c4ccccc4[C@@H]3C2)cc1 | 17 | 1 | 5 | 7 | -1 | 2 | 9 | -2
O=C(Nc1ccc(Oc2cccc3cccnc23)cc1)c1cccs1 | -27 | 1 | -15 | 86* | -138 | -14 | -21 | 3
C=C1Nc2ccccc2C(=O)N1c1cccc(NC(=O)c2ccc(F)c(F)c2)c1 | -13 | 2 | -3 | 4 | 4 | -4 | 5 | -1
C[C@@H]1O[C@@H](OC2[C@H](Oc3cc(O)c4c(c3)OC(c3ccc(O)cc3)CC4=O)O[C@H](CO)[C@@H](O)[C@@H]2O)[C@H](O)[C@H](O)[C@H]1O (some centres undefined) | 33* | 4 | 6 | 0 | 9 | 0 | 1 | 6
CN1CCC(N2CC[C@H](c3nnc(-c4cccnc4)o3)C2)CC1 | -16 | -2 | -1 | 3 | 6 | 0 | -19 | -4
COc1ccc(CNS(=O)(=O)c2ccc3[nH]c(=O)ccc3c2)cc1 | / | 0 | 1 | / | 1 | 3 | 47* | 0
O=C(NC1CCCCC1)C1CCCN(c2nnc3ccccn23)C1 (centres undefined) | 26 | -2 | 7 | 4 | 1 | 4 | 13 | -1
O=C(NCc1ccc2c(c1)CCO2)C1=Cc2ccccc2OC1 | 1 | 4 | 10 | 17 | 7 | -3 | 18 | 7
O=C(NC1CCC1)[C@H]1C[C@@H]2CN(C(=O)NCc3ccccc3)C[C@H]1O2 | -19 | -4 | -3 | -7 | -19 | 0 | 4 | -1
COc1ccc(C(=O)NCCn2ccc3ccccc32)cc1 | -58 | -3 | -23 | -15 | -13 | -6 | -24 | -7
Cc1ccc(C(=O)N(Cc2ccc3c(c2)OCO3)C2CCCC2)o1 | -25 | -3 | -4 | -3 | -3 | -9 | 0 | 2
CC(O)CC(=O)OC(C)Cc1cc(O)cc(O)c1C(=O)OC(C)CC(=O)OC(C)Cc1cc(O)cc(O)c1C(=O)OC(C)CC(=O)O (centres undefined) | -8 | -3 | 2 | 4 | -5 | 3 | -1 | -3
CNC(=O)[C@@]12CCC3(CCN(C(=O)Nc4cccc(OC)c4)CC3)[C@@H]1CN(C)C2 | 0 | -6 | -2 | -9 | -7 | -1 | -8 | 0

# Complete entries, looked up by structure. Values in the order: USP30 inh	UCHL1 inh	OTUD3 inh	USP28 block	USP8 block	USP7 inh	USP17 inh	USP10 inh
# Results for CC(O)CC(=O)OC(C)Cc1cc(O)cc(O)c1C(=O)OC(C)CC(=O)OC(C)Cc1cc(O)cc(O)c1C(=O)OC(C)CC(=O)O (centres undefined) → -8	-3	2	4	-5	3	-1	-3
# Results for O=C(Nc1ccc(Oc2cccc3cccnc23)cc1)c1cccs1 → -27	1	-15	86*	-138	-14	-21	3
# Results for O=C(NC1CCC1)[C@H]1C[C@@H]2CN(C(=O)NCc3ccccc3)C[C@H]1O2 → -19	-4	-3	-7	-19	0	4	-1
# Results for C=C1Nc2ccccc2C(=O)N1c1cccc(NC(=O)c2ccc(F)c(F)c2)c1 → -13	2	-3	4	4	-4	5	-1
# Results for CN1CCC(N2CC[C@H](c3nnc(-c4cccnc4)o3)C2)CC1 → -16	-2	-1	3	6	0	-19	-4

# The list goes on:
SMILES | USP30 inh | UCHL1 inh | OTUD3 inh | USP28 block | USP8 block | USP7 inh | USP17 inh | USP10 inh
Cc1ccc(S(=O)(=O)N2CCc3nc(N4CCOCC4)[nH]c(=O)c3CC2)c(C)c1 | 0 | 4 | 5 | 1 | 4 | 3 | 3 | 2
CC(C)c1ccc(C(C)NC(=O)c2cccc(N(C)C)c2)cc1 (centres undefined) | -5 | -1 | -2 | -6 | 2 | 1 | 39* | 4
Fc1ccc(-c2noc(-c3ccc(N4CCC5(CC4)OCCO5)nc3)n2)cc1 | 14 | 0 | 4 | 2 | 7 | 5 | 11 | 1
O=C(Nc1ccccc1Oc1ccccc1)c1cccc(N2C(=O)CCS2(=O)=O)c1 | -7 | 0 | 9 | 21 | 8 | 0 | -7 | -2
O=C(NCc1ccc(Cl)cc1)c1cnc(N2CCOCC2)nc1 | 3 | -1 | 4 | 6 | -2 | -9 | 18 | -5
Cc1[nH]c(C)c(S(=O)(=O)NCc2ccco2)c1-c1nc(C2CC2)no1 | -162 | -4 | -25 | -40 | -25 | -29 | -22 | -7
Cc1noc(-c2cccn(CCOc3ccccc3)c2=O)n1 | 8 | -1 | 0 | 22 | 9 | 2 | 3 | 0
CCc1ccc(C(=O)N2CCC(Cc3nc(-c4cnccn4)no3)CC2)cc1 | -1 | 2 | 14 | 10 | 10 | -1 | 0 | 0
CCn1nnc2c(NCc3ccccc3Cl)ncnc21 | 5 | 0 | -8 | -2 | -9 | -4 | 27 | -1
CC(C)(C)c1cc2nc(NCc3ccc4c(c3)OCO4)ccn2n1 | -23 | 0 | -7 | 0 | -5 | 7 | / | -6
CCc1ccc(-n2c(=O)c3ccccc3n(CC(=O)NCCC3=CCCCC3)c2=O)cc1 | 41* | 0 | 14 | 15 | 26 | 9 | 64* | 15
CC(C)(C)n1nc(-c2ccc(Cl)cc2)c2c(N)nc(-c3ccc(Cl)cc3)nc21 | 3 | 0 | 10 | 11 | 15 | 6 | 25 | 1
COc1ccccc1CNC(=O)C1c2ccccc2C(=O)N1Cc1ccc(C)cc1 (centres undefined) | 86* | 3 | 52* | 9 | 27 | -12 | 75* | 4
CC1(C)Cc2c(sc3nc(SCc4ccccc4Cl)nc(N)c23)CO1 | 22 | 4 | 19 | 14 | 25 | -44 | 15 | 19
CCn1c(CC(=O)Nc2ccc(Cl)cc2)nnc1SCC(=O)N1CCOCC1 | -13 | -2 | -3 | 0 | 0 | 0 | -4 | 0
Cc1noc(C)c1CC(=O)N1C[C@H]2CC(Oc3ccccc3)C[C@H]2C1 (some centres undefined) | 19 | 0 | 7 | 19 | -5 | -2 | 10 | 0
Cc1nc2cc(C(=O)N3CCCC(c4nc(-c5cccnc5)n[nH]4)C3)ccc2n1C (centres undefined) | i | -46 | -195 | -211 | -92 | -56 | -160 | -2
O=C(NC1CC1)c1cc(=O)[nH]c2ccc(F)cc12 | -18 | -1 | -12 | -8 | -7 | 3 | -1 | 0
Cc1nc(SCCO)c2oc3ccccc3c2n1 | -1 | -1 | -7 | -8 | 4 | -2 | -5 | 0
CCOc1ccccc1NC(=O)Cn1c(=O)n(CCCC(=O)N2CCc3ccccc3C2)c(=O)c2ccccc21 | 45* | 0 | 0 | 24 | 7 | 5 | 15 | 19
O=C(c1csc(S(=O)(=O)Nc2cccnc2)c1)N1CCCCCC1 | -22 | -3 | -7 | -17 | 0 | -3 | -7 | -2
FC(F)(F)c1cc(NCc2cccs2)nc(-c2ccccn2)n1 | -39 | -1 | -16 | -1 | -36 | -6 | -19 | -4
Clc1cccc(-c2cnc([C@@H]3COCCN3Cc3csnn3)[nH]2)c1 | -16 | 2 | -10 | 6 | 16 | -10 | -53 | 0
COc1ccccc1C1C2CCCCC2(O)CCN1CC(=O)Nc1ccccc1 (centres undefined) | -16 | 0 | -9 | -5 | -43 | -1 | -18 | -1
O=C1[C@@H]2Cc3c([nH]c4ccccc34)C(c3cccc(Cl)c3)N2C(=O)N1c1ccc2c(c1)OCCO2 (some centres undefined) | -79 | 4 | -13 | -8 | 0 | 5 | -6 | -2
CCCOc1ccc(C2OCCn3c(-c4ccccc4)c4c(=O)n(C)c(=O)n(C)c4c32)cc1 (centres undefined) | -8 | 1 | -11 | -6 | -109 | -4 | -27 | 0
Cn1cccc1C1CCCCCN1C(=O)C1CC1 (centres undefined) | 0 | 2 | 9 | 12 | -13 | 1 | 0 | -3
Cc1csc(-c2[nH]ncc2-c2ccsc2)n1 | 24 | 2 | 11 | 34* | 24 | -10 | 13 | 5
Cc1noc(C)c1CN1CC[C@H]2CN(C(=O)C3CCCCC3)C[C@H]2C1 | 0 | 3 | 1 | 1 | 0 | 3 | -6 | -2
Cc1cc(F)ccc1NC(=O)c1cn(-c2cc(N3CCCC3)ncn2)cn1 | -250 | -11 | -92 | -85 | -46 | -8 | -93 | -4
COC(=O)c1ccc(C(=O)NCC2(O)CCOc3ccccc32)cc1 (centres undefined) | -7 | -2 | -17 | -18 | -39 | -3 | -16 | 0
CCN1CCN(C(=O)c2cnc(NCc3ccc4c(c3)OCO4)nc2C)CC1 | -69 | -8 | -24 | -21 | -17 | -3 | -17 | -8
COc1cc(OC)c(NC(=O)CCN2C(=O)c3ccccc3Sc3ncccc32)cc1Cl | -20 | 1 | -1 | -3 | 12 | -1 | -1 | -2
COc1ccc(-n2nc(C)c3c2NC(=O)CC3C(=O)c2ccc3c(c2)OCCO3)cc1 (centres undefined) | 22 | 4 | 8 | 12 | 8 | 2 | 10 | -2
CC(=O)Nc1cc(C(=O)NC2CCCCC2)c2ccc(C)nc2c1 | -219 | -1 | -37 | -31 | 6 | -10 | -37 | -4
O=C1CCN(c2ncnc3cc(-c4ccc(F)cc4)sc23)CC1 | -57 | 3 | -11 | 1 | 29 | -5 | 31* | -5
CCn1cc(S(=O)(=O)N2CCc3nc(-c4ccccc4)ncc3C2)cn1 | -59 | -5 | -28 | -27 | -56 | -3 | -45 | -9
Cc1ccc(S(=O)(=O)CC(=O)Nc2sc(C)c(C)c2C(N)=O)cc1 | -98 | -6 | -22 | -19 | -88 | -7 | -27 | -5
CCCS(=O)(=O)NCc1ccc2[nH]c(C)cc2c1 | / | -2 | 4 | / | -20 | / | 29 | -4
O=C(c1ccc(Cl)cc1)N1CCC2(CC1)OC(C(=O)N1CCCCC1)Cn1ccnc12 (centres undefined) | -6 | -1 | 1 | 0 | -29 | 5 | -4 | 0
Cc1c[nH]c(=O)[nH]c1=O | 19 | 2 | 2 | 5 | -2 | 6 | 0 | 1
O=C(c1ccc(F)cc1)N1CCC(c2nc(-c3ccc(F)cc3)no2)CC1 | -19 | 0 | -12 | -8 | -3 | -40 | -9 | -3
CC(=O)c1ccc(NS(=O)(=O)c2ccc3c(c2)OCCN3C(C)=O)cc1 | 9 | 1 | 7 | 3 | 4 | 3 | 11 | 0
CN1CCCc2cc(C(=O)NC3CCN(Cc4ccccc4)CC3)sc21 | -222 | -9 | -59 | -81 | -49 | -14 | -75 | -5
O=C(Nc1nc2c(s1)CN(Cc1ccccc1)CC2)c1ccco1 | 6 | 5 | 15 | 13 | -2 | -15 | 3 | -1

# The closing 2 records of the section before lead into the next:
SMILES | USP30 inh | UCHL1 inh | OTUD3 inh | USP28 block | USP8 block | USP7 inh | USP17 inh | USP10 inh
CN1CCCc2cc(C(=O)NC3CCN(Cc4ccccc4)CC3)sc21 | -222 | -9 | -59 | -81 | -49 | -14 | -75 | -5
O=C(Nc1nc2c(s1)CN(Cc1ccccc1)CC2)c1ccco1 | 6 | 5 | 15 | 13 | -2 | -15 | 3 | -1
COCCN(C(=O)CCC(=O)Nc1ccccn1)C(C(=O)NCC1CCCO1)c1ccc(C)cc1 (centres undefined) | 0 | 4 | 12 | 15 | 14 | 3 | 16 | 5
COc1ccccc1C(=O)N[C@@H](Cc1ccccc1)C(=O)NCc1cscn1 | 23 | 1 | 16 | 14 | 9 | -1 | 5 | 2
Cc1ccc(CNc2cnc3cc(S(=O)(=O)N4CCCCC4)ccc3n2)cc1 | -183 | -15 | -59 | -12 | -9 | -14 | -42 | -3
Clc1ccccc1C1Nc2ccccc2S1 (centres undefined) | -21 | -3 | -7 | 11 | -5 | -81 | 0 | 7
CCN(CC)S(=O)(=O)c1cccc(C(=O)c2c(-c3ccc(OC)cc3OC)cc3ccccn23)c1 | 3 | 6 | 0 | 0 | 12 | 8 | / | -9
COc1cccc(CNc2nccn(-c3ccc4c(c3)OCCO4)c2=O)c1 | -22 | -2 | -9 | 2 | -14 | -1 | -9 | -3
